NS5 inhibitors: Dengue-2 NS5 methyltransferase inhibitors, primary screen, biochemical, confirmation dose response (AID 588689) | Dengue-2 NS5 methyltransferase capping enzyme assay, biochemical; higher % means a stronger effect | one-dose inhibition, % at 25 µM; IC50 in µM for titrated hits | actives 0.3% (n = 340,000); in the data active = a potency from the dose series
West Nile virus CPE: inhibition of WNV-induced cytopathic effect – cell-based, CPE readout (AID 1621) | West Nile virus-infected cells, CPE inhibition; higher % means a stronger effect | CPE inhibition, % at 10 µM, or IC50 in µM where a hit was titrated | actives 0.02% (n = 290,000); in the data active = a potency from the dose series; also: strong numbers were not always called active
KOR beta-arrestin-1: kappa opioid receptor activators – cell-based, luminescence, uHTS, primary screen (AID 1777). activation, % at 10 µM; hits with a dose series show EC50 in µM. actives 0.02% (n = 280,000). KOR beta-arrestin recruitment, luminescence; higher % means a stronger effect; in the data active = activation above about 50%, passing the limit was not always enough; also: a part of the inactive calls stands beside numbers as strong as those of hits
GPR55 activation: GPR55 agonists via beta-arrestin recruitment, primary screen, imaging, U2OS cells, beta-arrestin-GFP redistribution (AID 1961); U2OS GPR55 beta-arrestin-GFP redistribution imaging; higher % means a stronger effect; one-dose activation, % at 10 µM; EC50 in µM for titrated hits; actives 0.048% (n = 290,000);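 active = activation above 40% with more than 50 cells counted in the well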;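 also: U2OS osteosarcoma cells stably expressing GPR55 and beta-arrestin-GFP; plate controls were DMSO negative control for no effect and LPI positive control for full effect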
GPR35 antagonists: GPR35 antagonists blocking zaprinast-driven arrestin recruitment, primary screen, imaging, U2OS, beta-arrestin-GFP, zaprinast agonist (AID 2058); U2OS GPR35 beta-arrestin-GFP translocation imaging, zaprinast antagonism; higher % means a stronger effect; one-dose inhibition, % at 10 µM; IC50 in µM for titrated hits; actives 0.052% (n = 290,000);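 active = inhibition of at least 50% with at least 30 cells and total cytoplasm GFP at most 10,000,000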
KOR beta-arrestin-2: KOR antagonists, beta-arrestin recruitment, cell-based, luminescence, uHTS (AID 1778); KOR beta-arrestin recruitment, luminescence, antagonist mode; higher % means a stronger effect; inhibition, % at 10 µM, or IC50 in µM where a hit was titrated; actives 0.091% (n = 290,000); in the data active = inhibition above about 50%; also: strong numbers were not always called active
HIV fusion peptide: inhibitors of HIV fusion peptide binding, primary screen, biochemical, uHTS, fluorescence dequenching (AID 1986). cell-free peptide binding, fluorescence dequenching, 30 min; higher % means a stronger effect. inhibition, % at 20 µM; hits with a dose series show IC50 in µM. actives 0.3% (n = 290,000); in the data active = inhibition mostly above about 52%, no sharp cut-off; inactive = mostly below about 76%; also: some results filed as inactive read as strong as hits
NOD1 NF-kB reporter: NOD1 signaling inhibitors, primary screen, cell-based, luminescence, uHTS (AID 1578); inhibition, % at 4 µM, or EC50 in µM where a hit was titrated; NOD1-driven NF-kB luciferase reporter cells, luminescence; higher % means a stronger effect; actives 1% (n = 290,000); in the data active = inhibition mostly above about 36%, no sharp cut-off; inactive = mostly below about 34%;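 also: HEK-293T reporter cells stimulated with the NOD1 agonist gamma-tri-DAP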
GPR55 LPI antagonism: GPR55 antagonists blocking LPI-driven arrestin recruitment, primary screen, imaging, U2OS, beta-arrestin-GFP, LPI agonist (AID 2013); U2OS GPR55 beta-arrestin-GFP translocation imaging, LPI antagonism; higher % means a stronger effect; actives 0.13% (n = 290,000); inhibition, % at 10 µM, or IC50 in µM where a hit was titrated;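 active = spots per cell inhibited over 60%, with over 100 cells counted and total cytoplasm intensity under 500,000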;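 also: U2OS cells stably carrying GPR55 and arrestin-GFP stimulated by 5 µM LPI near EC80; imaged beta-arrestin-GFP aggregate spots per cell after agonist stimulation; plate controls were LPI-stimulated DMSO wells for no effect and DMSO wells without LPI for full effect; some results filed as inactive read as strong as hits; confirmed hits need IC50 under 10 µM and bright autofluorescent wells are also inconclusive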
NS5 inhibitors pilot replicate: second read-out of NS5 inhibitors, no call of its own (marks repeat the call); inhibition, %; measured here: pilot screen replicate inhibition
Starred values were filed as active, the others as inactive; . = not tested or not shown; [ ] = another dose, or the depositor's remark. The list is partial; count on the stated rates, not on these rows.

Preview:
SMILES	NS5 inhibitors	West Nile virus CPE	KOR beta-arrestin-1	GPR55 activation	GPR35 antagonists	KOR beta-arrestin-2	HIV fusion peptide	NOD1 NF-kB reporter	GPR55 LPI antagonism	others
Cc1cc(C=C2C(=O)c3ccccc3C2=O)c(C)n1C	0%	0.3%	-2.9%	0.0%	20%	7%	15%	-23%	2%
COc1ccc(CCNC(=O)c2cc(-c3ccccc3O)n[nH]2)cc1OC	-2%	0.2%	-0.1%	-0.1%	13%	-14%	-0.2%	-15%	0%
Cc1ccc(NC(=S)Nc2ccc(F)cc2)cc1	-3%	0.3%	9.0%	0.3%	10%	-28%[20 µM]	0.3%	11%	9%
CCOc1cc(CNc2ccc(N3CCN(C(C)=O)CC3)cc2)cc(Br)c1OC	3%	0.9%	1.0%	-0.1%	-6%	8%	-1.4%	-17%	-2%
COc1cccc2cc(C(C)N(CCCN3CCOCC3)C(=O)Nc3ccc(Cl)cc3)oc12 (centres undefined)	-8%	-0.6%	1.8%	0.0%	9%	-5%	-1.1%	-7%	-14%
OC1CCCN(c2ncnc3c2nnn3Cc2c(F)cccc2Cl)C1 (centres undefined)	2%	-1.3%	-2.7%	-0.1%	5%	-16%	0.4%	-26%	-6%

Results, from the first entry:
SMILES	NS5 inhibitors	West Nile virus CPE	KOR beta-arrestin-1	GPR55 activation	GPR35 antagonists	KOR beta-arrestin-2	HIV fusion peptide	NOD1 NF-kB reporter	GPR55 LPI antagonism	others
Cc1cc(C=C2C(=O)c3ccccc3C2=O)c(C)n1C	0%	0.3%	-2.9%	0.0%	20%	7%	15%	-23%	2%
COc1ccc(CCNC(=O)c2cc(-c3ccccc3O)n[nH]2)cc1OC	-2%	0.2%	-0.1%	-0.1%	13%	-14%	-0.2%	-15%	0%
Cc1ccc(NC(=S)Nc2ccc(F)cc2)cc1	-3%	0.3%	9.0%	0.3%	10%	-28%[20 µM]	0.3%	11%	9%
CCOc1cc(CNc2ccc(N3CCN(C(C)=O)CC3)cc2)cc(Br)c1OC	3%	0.9%	1.0%	-0.1%	-6%	8%	-1.4%	-17%	-2%
COc1cccc2cc(C(C)N(CCCN3CCOCC3)C(=O)Nc3ccc(Cl)cc3)oc12 (centres undefined)	-8%	-0.6%	1.8%	0.0%	9%	-5%	-1.1%	-7%	-14%
OC1CCCN(c2ncnc3c2nnn3Cc2c(F)cccc2Cl)C1 (centres undefined)	2%	-1.3%	-2.7%	-0.1%	5%	-16%	0.4%	-26%	-6%
CCOC(=O)CCCn1ccc2cc(S(=O)(=O)N3CCCC3)ccc21	-12%	0.4%	1.5%	0.1%	-10%	-7%	-0.4%	12%	5%
O=c1[nH]c(C2CCCN(S(=O)(=O)c3ccc(F)cc3)C2)nc2c1nnn2Cc1ccccc1 (centres undefined)	-3%	-0.9%	1.9%	-0.2%	-11%	-3%	0.2%	-4%	-18%
Cc1cc(OC(C)C(=O)NCCCN2CCOCC2)c2c(C)c(C)c(=O)oc2c1 (centres undefined)	-1%	0.1%	-0.5%	0.2%	4%	-40%	-0.6%	-25%	10%
COc1cccc(C(=O)Nc2ccccc2F)c1	-1%	0.1%	-7.6%	-0.1%	11%	-6%[20 µM]	-2.2%	-45%	-3%
CCc1ccccc1N(C)C(=O)CCc1nc(-c2ccc(C)cc2)no1	-8%	-0.4%	14%	0.2%	-14%	-41%	1.9%	11%	-8%
O=C(O)CC(C(=O)O)c1cn(Cc2ccccc2)c2ccccc12 (centres undefined)	14%	-0.2%	-1.3%	-0.3%	-4%	1%	-0.3%	2%	0%
CCN1CCN(c2ncnc3scc(-c4ccc(OC)cc4)c23)CC1	-4%	-0.3%	1.6%	-0.1%	19%	4%	-1.3%	3%	-5%
COc1ccccc1C1C(C(=O)c2cc3ccccc3o2)=C(O)C(=O)N1CCN1CCOCC1 (centres undefined)	-10%	-0.3%	-0.6%	-0.1%	4%	8%	1.4%	-7%	-2%
CC(=O)Nc1ccc(N2CCN(c3ccc(C(F)(F)F)cn3)CC2)nc1	-2%	-0.8%	-4.4%	0.2%	-7%	9%	8.2%	4%	4%
COc1cc2c(C(=O)N3CCN(c4cccc(Cl)c4)CC3)cn(C)c(=O)c2cc1OC	1%	1.4%	-3.5%	-0.1%	-2%	-18%	1.0%	18%	20%
CSc1sc(C(=O)NCC2CC2)c2c1S(=O)(=O)N(C)c1ccccc1-2	-6%	0.2%	-0.4%	0.0%	-7%	-5%	1.6%	2%	-3%
CC1CC(C)CN(C(=O)CSc2nnc(-c3ccc(F)cc3)o2)C1 (centres undefined)	4%	-0.5%	2.9%	-0.1%	7%	-10%	-0.9%	-14%	-4%
CC(NC(=O)c1ccc(Br)o1)C1CCCO1 (centres undefined)	4%	0.1%	1.3%	-0.1%	-2%	-9%	2.7%	-27%	4%
CCOc1ccccc1NC(=O)CSc1nnc(-c2ccco2)n1Cc1ccco1	-3%	0.4%	-1.4%	0.2%	-3%	9%	1.8%	4%	-1%	NS5 inhibitors pilot replicate=-4.3
CC1(C)CC(=O)c2c(O)cc(O)cc2O1	-4%	-0.5%	11%	0.0%	-6%	22%	1.0%	-19%	6%
Cc1nn(C)c(C(=O)N2CCN(C(=O)c3ccco3)CC2)c1Br	-4%	-0.6%	-2.2%	0.0%	-6%	-7%	-0.2%	-8%	5%
Cc1cc(C)cc(NC(=O)CN2CCC(NC(=O)Cc3ccccc3)CC2)c1	1%	-1.0%	2.3%	0.3%	15%	-21%	-1.0%	-14%	-3%
COc1cc(OC)c(NC(=O)Cn2cnc3sc(C)c(S(=O)(=O)N4CCOCC4)c3c2=O)cc1Cl	-11%	0.4%	2.4%	-0.2%	-6%	-2%	1.4%	-15%	-1%
CCCC(=O)NCc1nc2ccccc2n1CC(=O)c1ccccc1	-3%	0.1%	-0.9%	0.0%	0%	-12%	-1.2%	7%	13%
(cont.)
SMILES	NS5 inhibitors	West Nile virus CPE	KOR beta-arrestin-1	GPR55 activation	GPR35 antagonists	KOR beta-arrestin-2	HIV fusion peptide	NOD1 NF-kB reporter	GPR55 LPI antagonism	others
CC1C=CCC2C(=O)N(c3cccc(C(=O)N4CCN(c5ccc(F)cc5)CC4)c3)C(=O)C12 (centres undefined)	1%	.	-0.8%	-0.3%	-1%	14%	-0.4%	-11%	11%
CCOC(=O)CN(C(=O)CSc1nnc(-c2ccncc2)n1CCCN(C)C)c1ccccc1	-8%	0.0%	-1.0%	-0.1%	-17%	-8%	2.6%	2%	10%
CC(=O)Oc1ccc2c(C)c(CC(=O)N3CCN(C(=O)C4COc5ccccc5O4)CC3)c(=O)oc2c1C (centres undefined)	-2%	1.2%	5.7%	-0.1%	-11%	-41%	-0.2%	-16%	14%
Cc1ccc(CNC(=O)CCn2c(=O)oc3ccccc32)cc1	-13%	-0.1%	3.0%	0.0%	-1%	5%	-1.3%	-7%	15%
Cc1ccc(CNC(=O)c2cc3c(s2)CN(Cc2ccccc2)C3)cc1	-6%	-0.2%	-4.8%	-0.3%	10%	18%	2.2%	-12%	4%
Cc1cccc(C(=O)NNC(=O)c2c(-c3ccccc3Cl)noc2C)c1O	4%	-0.4%	-1.3%	0.6%	-15%	23%	3.0%	46%	-2%
CCOc1cc(Cl)c(NC(=O)CC)cc1OCC	-11%	0.4%	-0.9%	-0.5%	6%	12%	0.9%	-19%	0%
Cc1nnc(NC(=O)c2cccc(S(=O)(=O)N3CC(c4ccccc4)CC3=O)c2)s1 (centres undefined)	4%	-0.3%	3.0%	-0.2%	16%	8%	-0.2%	-8%	2%
Cc1ccc2nc(C)cc(C(=O)N3CCCC(CO)(Cc4ccccc4C)C3)c2c1 (centres undefined)	.	-0.8%	-2.9%	-0.1%	3%	-7%	-1.4%	-49%	6%
COc1cc(OC)cc(C(=O)O/N=C(\N)c2ccncc2)c1	-4%	-0.1%	1.1%	0.4%	-7%	6%	-1.5%	-27%	5%
C/C(CCc1oc2ccc(Br)cc2c1-c1ccc(C)o1)=N/O	0%	-0.7%	0.8%	-0.2%	9%	-22%	3.9%	-12%	-2%
COc1ccc([C@@H]2C=C(C(=O)O)O[C@H](OCCCCO)C2)cc1	2%	0.1%	-1.9%	2.0%	0%	28%	0.0%	1%	-4%
Cc1ccc(S(=O)(=O)NC2=NCN(C(C)C)CN2)cc1	-15%	0.2%	-1.7%	0.3%	12%	-12%	-0.8%	-30%	-1%
CCOc1ccccc1NC(=O)C1CCN(S(=O)(=O)c2ccc(OC)c(OC)c2)CC1	2%	-0.3%	3.4%	0.3%	8%	1%	8.3%	1%	6%
Cc1c(C(=O)OC(C)C)sc(NC(=O)c2cccnc2)c1C#N	-17%	-0.1%	-1.2%	0.3%	12%	-22%	22%	-12%	12%
CC(=O)N(CCC1(C(C)C)CCOC(C)(C)C1)C(C)c1cccs1 (centres undefined)	1%	0.9%	-0.9%	-0.1%	0%	5%	0.1%	3%	1%

Screening results as filed in PubChem.
